Source: PubChem (several laboratories)
Siah-1 displacement: Siah-1 peptide-binding antagonists, primary screen, biochemical, fluorescence polarization, rhodamine-plectin, uHTS (AID 1817). E3 ubiquitin-protein ligase SIAH1 (Homo sapiens). Siah-1 / rhodamine-plectin peptide fluorescence polarization; higher % means a stronger effect. displacement, % at 20 µM, or IC50 in µM where a hit was titrated. hit rate 0.02% among 290,000;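 active = displacement of at least 50% at 20 µM, with a fluorescence ratio check between 0.3 and a set limit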;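 also: plate controls were Siah plus tracer with DMSO for no effect and tracer alone without Siah for full effect; strong numbers were not always called active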
human PMI inhibition: inhibitors of human PMI, primary screen, biochemical, fluorescence intensity, coupled assay (AID 1209) | Mannose-6-phosphate isomerase (Homo sapiens) | purified PMI enzyme, coupled fluorescence intensity; higher % means a stronger effect | inhibition, % at 20 µM; hits with a dose series show IC50 in µM | hit rate 0.42% among 190,000;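 also: plate controls were DMSO vehicle for no effect and wells lacking substrate for full effect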
P. falciparum M17LAP: P. falciparum M17LAP inhibitors, primary screen, biochemical, fluorogenic H-Leu-NHMec substrate, 1536-well (AID 1619); Leucine aminopeptidase (Plasmodium falciparum (isolate 3D7)); recombinant M17LAP, H-Leu-NHMec fluorogenic kinetic assay; higher % means a stronger effect; hit rate 0.38% among 220,000; one-dose inhibition, % at 30 µM; IC50 in µM for titrated hits;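 active = compound inhibiting the enzyme by more than half at any dose during confirmatory dose-response retesting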;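 also: plate controls were full reaction with DMSO carrier for no effect and no enzyme background for full effect; strong numbers were not always called active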
LYP inhibition: inhibitors of LYP phosphatase, biochemical, fluorescence intensity, uHTS (AID 1779); Tyrosine-protein phosphatase non-receptor type 22 (Homo sapiens); recombinant LYP phosphatase, fluorescence intensity; higher % means a stronger effect; inhibition, % at 11.5 µM; hits with a dose series show IC50 in µM; hit rate 0.054% among 290,000;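 also: plate controls were vehicle with enzyme for no effect and no enzyme for full effect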
Dynein transport: inhibitors of GR-EGFP nuclear translocation, primary screen, dynein cargo transport inhibitor project, imaging, high-content, 3617.4 mouse cells; test concentration mostly 20 µM; stimulated with dexamethasone, 1 µM; stronger effect = lower value; z-score, hits read low; hit rate 0.47% among 220,000; AID 1381, 2008;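 active = plate z-score of nuclear minus cytoplasmic receptor signal below a set negative limit, without overly bright fluorescence or cell loss, cut at about -3.5 in these data, passing the limit was not always enough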;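 also: z-score of nuclear minus cytoplasmic ring GR-EGFP intensity difference per well; some compounds called inactive have numbers as strong as hits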
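medium = tetracycline-free induction medium containing charcoal-stripped FBS | probe or stimulus = dexamethasone, 1.0 µM final | timing = 48 h induction, then 1 h compound, then 30 min agonist, 37 °C | detection = automated 10x imaging of fixed Hoechst-stained cells | read-out basis = nuclear versus cytoplasmic GR-EGFP signal, averaged per well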
human PMI inhibitors: human PMI inhibitors, high substrate, primary screen, biochemical, fluorescence intensity, high mannose 6-phosphate (AID 1220); Mannose-6-phosphate isomerase (Homo sapiens); recombinant PMI enzyme, coupled fluorescence intensity; higher % means a stronger effect; one-dose inhibition, % at 20 µM; IC50 in µM for titrated hits; hit rate 0.66% among 190,000
AID2073: inhibitors of Mint1-CaV2.2 protein interaction, biochemical, HTRF (AID 2073). Voltage-dependent N-type calcium channel subunit alpha-1B (Homo sapiens). HTRF protein-protein interaction, Mint1-CaV2.2; higher % means a stronger effect. one-dose inhibition, % at 20 µM; IC50 in µM for titrated hits. hit rate 0.19% among 290,000; in the data active = inhibition mostly above about 51%, no sharp cut-off; also: some results filed as inactive read as strong as hits
P. falciparum M1AAP: P. falciparum M1AAP inhibitors, biochemical, fluorogenic H-Leu-NHMec substrate, 1536-well (AID 1445). Aminopeptidase N (Plasmodium falciparum (isolate 3D7)). recombinant M1AAP, H-Leu-NHMec fluorogenic kinetic assay; higher % means a stronger effect. one-dose inhibition, % at 30 µM; IC50 in µM for titrated hits. hit rate 0.42% among 220,000;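 active = primary inhibition above the hit cutoff, then over 50% inhibition at one or more dose response concentrations, cut at about 23% in these data, passing the limit was not always enough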;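 also: plate controls were DMSO full reaction for no effect and no enzyme background for full effect; strong numbers were not always called active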
XIAP displacement: XIAP antagonists, biochemical, IAP family, fluorescence polarization (AID 1018) | E3 ubiquitin-protein ligase XIAP (Homo sapiens) | XIAP BIR domain, fluorescence polarization peptide displacement; higher % means a stronger effect | hit rate 0.007% among 200,000 | one-dose displacement, % at 20 µM; IC50 in µM for titrated hits; in the data active = displacement above about 50%; also: a part of the inactive calls stands beside numbers as strong as those of hits
Dynein transport cytoplasmic EGFP: second read-out of Dynein transport, no call of its own (marks repeat the call); z-score; measured here: cytoplasmic GR-EGFP intensity; stronger effect = higher value
Dynein transport nuclear GR-EGFP: further read-out of Dynein transport, marked with its call; z-score; measured here: nuclear GR-EGFP intensity;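 lower value marks the stronger effect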
Dynein transport cell count: further read-out of Dynein transport, marked with its call; z-score; measured here: cell count per field
Starred values were filed as active, the others as inactive; nt = no result given. Rule as the data show it, unless noted: active = inhibition above about 50%; inactive = the rest. No enrichment for hits (roughly 2.1% active in at least one column).

SMILES | Siah-1 displacement | human PMI inhibition | P. falciparum M17LAP | LYP inhibition | Dynein transport | Dynein transport cytoplasmic EGFP | Dynein transport nuclear GR-EGFP | Dynein transport cell count | human PMI inhibitors | AID2073 | P. falciparum M1AAP | XIAP displacement
CCOc1cc(C)c(Cl)cc1S(=O)(=O)NCC1CCCO1 (stereo unspecified) | 2% | 6% | 0% | -7% | 0.42 | -0.25 | 0.54 | -0.32 | 5% | 6% | 2% | -0.1%
FC(F)Sc1nnc(-c2cccs2)n1-c1ccccc1 | 0% | 5% | 2% | 4% | -0.13 | -0.14 | -0.33 | -0.059 | 6% | 12% | 2% | -2.7%
Cc1cc(NC(=O)CSc2nc3ccccc3c(=O)n2C(C)c2ccccc2)no1 (stereo unspecified) | 0% | 3% | -2% | 3% | -0.3 | -0.036 | -0.36 | 0.18 | 2% | 17% | -6% | -1.3%
CCOc1ccccc1N1CC(C(=O)Nc2nccs2)CC1=O (stereo unspecified) | 3% | -8% | -13% | -12% | -1.3 | -0.18 | -0.31 | 0.23 | -6% | 1% | 7% | 1.7%
Cc1ccc(C)c(-n2c(SCC(=O)NCC3CCCO3)nnc2-c2ccoc2C)c1 (stereo unspecified) | -6% | -7% | 20% | 1% | -0.36 | -0.2 | -0.058 | 0.36 | -5% | 24% | 5% | -2.4%
COc1ccc(CN2C(=O)C(O)(CC(=O)c3ccc4c(c3)OCO4)c3ccccc32)cc1OC (stereo unspecified) | 1% | 4% | 0% | 0% | -0.96 | 0.0015 | -0.27 | 0.7 | 2% | -6% | 9% | -5.3%
Nn1cc(-c2ccccc2)nc1SCC(=O)N1CCN(S(=O)(=O)c2ccccc2)CC1 | 3% | 18% | -4% | 0% | 1.1 | -0.29 | 1.1 | -0.045 | 7% | -12% | 2% | -7.5%
CCOC(=O)c1c(/N=C/C2C(=O)CCCC2=O)sc2c1CCCC2 | -5% | 6% | 8% | -4% | -0.18 | -0.26 | 0.24 | -0.41 | 29% | 14% | 12% | -8.8%
O=C(Nc1ccc2c(c1)OCCO2)c1ccc2nccnc2c1 | -3% | 0% | nt | -1% | -1.1 | -0.4 | -0.84 | 1.2 | 5% | 0% | nt | -0.4%
Cc1nc2sc(C(c3ccco3)N3CCN(C(c4ccccc4)c4ccccc4)CC3)c(O)n2n1 (stereo unspecified) | -4% | 31% | nt | 3% | -0.078 | 0.12 | 0.13 | 0.21 | 12% | 4% | nt | -1.1%
C=CCN1C(=O)C(Cc2ccc(F)cc2)S/C1=N/N=C/c1cccs1 (stereo unspecified) | 0% | 1% | 10% | 11% | -0.54 | -0.19 | -0.42 | 0.24 | 0% | 8% | 8% | -0.8%
COC(=O)c1cn(NC(=O)Cn2nc([N+](=O)[O-])c(Cl)c2C)c(=O)c2ccccc12 | 9% | -12% | 0% | 0% | -0.66 | -0.26 | 0.015 | 1.9 | -4% | 10% | -1% | -10%
Cc1ccnc(SCC(=O)c2cccc([N+](=O)[O-])c2)n1 | 4% | 0% | 5% | -6% | -0.56 | -0.2 | -0.39 | -0.15 | -1% | -12% | 2% | -3.8%
O=C(NCCc1nnc2ccc(NCc3ccccc3Cl)nn12)c1ccccc1 | 9% | -39% | 7% | -8% | 0.24 | -0.35 | -0.22 | 0.2 | -44% | -4% | -1% | -9.4%
Cc1ccccc1OCCn1c(=O)oc2ccccc21 | 0% | 8% | 2% | -6% | -0.73 | 0.081 | -0.19 | 1.3 | 10% | -4% | 14% | -2.2%
Cn1c(SCc2nc3ccccc3[nH]2)nnc1-c1ccccn1 | -1% | 10% | 11% | -5% | -0.19 | -0.14 | 0.25 | -0.14 | 9% | 6% | 14% | -3.6%
CN(Cc1ccccc1)Cc1nc2c(c(=O)n(C)c(=O)n2C)n1CCCc1ccccc1 | 2% | 14% | 2% | 3% | 1.8 | -0.27 | 0.74 | 0.045 | 11% | -5% | -1% | -5.9%
COc1ccnc(Oc2ccccc2)c1C(=O)N/C=N/OCc1ccccc1F | 1% | 3% | 3% | 0% | 1.8 | -0.038 | 0.87 | -0.77 | 0% | 2% | 34% | -1.2%
COc1cc(C2C(C(C)=O)=C(O)C(=O)N2CCN(C)C)ccc1O (stereo unspecified) | 5% | 3% | 19% | -4% | -1.3 | -0.16 | 0.15 | 0.33 | 13% | -3% | 10% | 0.1%
Cc1ccc(SCC2CNc3nc4ccccc4c(=O)n32)c(C)c1 (stereo unspecified) | 3% | 4% | 18% | -1% | -0.61 | -0.2 | -0.86 | 0.73 | -1% | 2% | 0% | -1.6%
CCN(CC)C(=O)CSc1nc2cc(OC)c(OC)cc2c(=O)n1Cc1ccc(Cl)cc1 | 4% | 29% | 3% | 1% | 0.086 | -0.2 | -0.16 | 0.2 | 18% | -3% | 4% | -22%
CCN(CC)CCNC(=O)c1ccc(NC(=O)c2ccc(F)cc2)cc1 | -2% | -6% | 0% | 0% | -1.1 | -0.36 | -0.92 | 2.7 | -2% | 2% | -2% | 2.5%
CCOC(=O)CSc1cc(CS(=O)c2ccc(Cl)cc2)nc(-c2ccccc2)n1 (stereo unspecified) | 1% | 7% | 5% | 10% | -0.041 | -0.32 | 0.18 | -0.082 | 8% | -6% | -1% | -1.5%
CC(C)(C)c1ccc(OC(=O)c2ccc3nsnc3c2)cc1 | -6% | 9% | 0% | -4% | -0.012 | -0.21 | -0.12 | 0.1 | 7% | -3% | 6% | -0.7%
CCOc1ccc(NC(=O)Nc2ccc(Br)cn2)cc1 | 5% | 2% | -4% | -5% | -0.37 | -0.3 | 0.06 | -0.065 | 3% | 12% | 6% | -1.1%
SMILES | Siah-1 displacement | human PMI inhibition | P. falciparum M17LAP | LYP inhibition | Dynein transport | Dynein transport cytoplasmic EGFP | Dynein transport nuclear GR-EGFP | Dynein transport cell count | human PMI inhibitors | AID2073 | P. falciparum M1AAP | XIAP displacement
CCC(C)N1C(=O)CN(C2CCCCCC2)C(=O)C1c1ccccc1F (stereo unspecified) | 0% | 4% | -1% | -5% | 0.24 | -0.051 | 0.4 | -0.3 | 9% | 3% | -8% | -2.2%
Cc1ccc(Nc2c(-c3ccccc3O)nc3ncccn23)cc1 | -7% | nt | 2% | -4% | 0.5 | -0.27 | 0.67 | -0.45 | nt | 4% | -1% | nt
COc1ccc(/C=N/N2C(=N)SCC2=O)cc1 | 2% | nt | 8% | -5% | 0.42 | -0.23 | 0.85 | -0.11 | nt | 0% | 10% | nt
Cc1ccc(S(=O)(=O)N2CCCCC2)cc1NC(=O)C1CCCO1 (stereo unspecified) | 2% | 3% | 1% | -3% | 2.9 | -0.18 | 1.9 | -1.6 | 12% | 16% | 6% | -0.4%
CN(N=Nc1cccc([N+](=O)[O-])c1)c1cccc([N+](=O)[O-])c1 | 1% | -11% | -3% | -6% | -1.1 | -0.23 | -0.61 | 1.3 | -6% | 20% | 9% | -3.5%
O=C(NN=C1C2CC3CC(C2)CC1C3)c1ccccc1O | 6% | nt | 6% | -4% | -0.51 | -0.2 | -0.64 | 0.71 | nt | -7% | 12% | nt
CCOC(=O)C1C(=O)CC(O)(c2ccccc2)CC1c1ccccc1 (stereo unspecified) | -5% | -9% | -1% | -4% | 4.8 | -0.013 | 3.1 | -2.5 | -9% | 6% | 10% | -3.2%
O=C(Nc1nc2c(s1)CCc1ccccc1-2)c1cccs1 | -2% | -4% | 4% | 2% | -2.1 | 2.6 | -0.71 | -4.9 | 31% | 11% | 10% | -2.9%
O=C(NCCc1c[nH]c2ccccc12)c1c(Cl)nc2sccn12 | -4% | -2% | -3% | -7% | 0.58 | -0.15 | 0.09 | 0.77 | -6% | 8% | 8% | -2.2%
COc1ccc(S(=O)(=O)NC2CCCCC2)c(C)c1C | 6% | 7% | 2% | 1% | 0.53 | -0.085 | 0.22 | 0.21 | 5% | -5% | 4% | -0.7%
COc1ccc(C2CC(c3ccccc3)=NN2S(=O)(=O)c2ccccc2)cc1 (stereo unspecified) | 0% | nt | -7% | -2% | -1 | 0.85 | -0.33 | 0.86 | nt | -1% | 1% | nt
c1cncc(CNc2c3c(nc4nnnn24)CCCC3)c1 | -1% | 12% | -8% | -5% | -1.4 | -0.19 | -0.39 | 0.52 | 7% | -1% | 18% | -21%
Cc1ccc(CN2CCNC(=O)C2CC(=O)O)o1 (stereo unspecified) | 2% | 11% | 4% | -4% | -0.25 | 0.6 | 0.15 | 0.28 | 10% | 0% | 7% | -3.6%
CC(Oc1ccc(Cl)cc1Cl)c1ccnc(N)n1 (stereo unspecified) | 5% | 3% | 5% | -7% | 0.66 | -0.25 | 0.46 | -0.33 | -1% | -2% | 3% | -8.8%
